Bioassay records (PubChem)
Tau fibril FP – tau fibrillization inhibition (FP); P10636; K18 P301L tau heparin fibrillization, Alexa594 FP, 6 h; Potency, µM (series often up to 57.7 µM), inactives show at the top dose activity, negative = inhibition, most hits filed as inhibitors; 0.39% of 280,000 active; further: nearly all actives have a fitted effect of over 55% in size
Target sequence (P10636 561-689 P618L limits assumed): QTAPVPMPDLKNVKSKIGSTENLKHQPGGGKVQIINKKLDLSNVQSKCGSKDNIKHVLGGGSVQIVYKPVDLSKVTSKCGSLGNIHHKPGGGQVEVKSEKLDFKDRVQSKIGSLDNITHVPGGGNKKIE
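Steps: dispense K18 P301L tau (15 uM plus 0.24 uM Alexa 594 tracer, final) in pH 7 sodium acetate; add compound; add heparin (20 uM final); incubate 6 hr, 37 C; add ThT (30 uM final); after 1 hr ambient, read FP.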
TRb-SRC2 inh – inhibitors of human thyroid hormone receptor beta-SRC2 interaction; P10828; TRbeta-SRC2 peptide binding, fluorescence polarization; receptor liganded with 1 µM T3; Potency, µM (top dose mostly 106 µM), for the others: top-dose activity change, negative = inhibition, actives largely listed as inhibitors; 0.065% of 280,000 active; AID 1469;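 further: plate controls were bound peptide for no effect and peptide without receptor for full effect; nearly all actives have a fitted effect of over 50% in size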
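Human TRb ligand-binding domain (0.6 uM) is mixed with 20 nM Texas Red SRC2 peptide and 1 uM T3; after compound addition and 5 hr at ambient temperature, polarization is measured and normalized to unbound and bound controls.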
JMJD2E inh – JMJD2E (human) inhibition; 1.6% of 230,000 active; Potency, µM (highest dose often 57.1 µM), inactives show top-dose activity change, negative = inhibition, most hits filed as inhibitors; AID 2147; JMJD2E catalytic domain, FDH-coupled NADH fluorescence (FDH is formaldehyde dehydrogenase); active means well fitted inhibition curve with a large enough effect, not every such curve was filed as active; inconclusive means small, poorly fitted or top-dose-only effect, or another doubt; inactive means no such curve, though single readings can be large or run the other way;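 further: 0% = wells with enzyme and -100% = buffer wells without enzyme; nearly all actives have a fitted effect of over 50% in size; many of its hits are not listed in these tables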
Target sequence (B2RXH2 1-337 limits assumed): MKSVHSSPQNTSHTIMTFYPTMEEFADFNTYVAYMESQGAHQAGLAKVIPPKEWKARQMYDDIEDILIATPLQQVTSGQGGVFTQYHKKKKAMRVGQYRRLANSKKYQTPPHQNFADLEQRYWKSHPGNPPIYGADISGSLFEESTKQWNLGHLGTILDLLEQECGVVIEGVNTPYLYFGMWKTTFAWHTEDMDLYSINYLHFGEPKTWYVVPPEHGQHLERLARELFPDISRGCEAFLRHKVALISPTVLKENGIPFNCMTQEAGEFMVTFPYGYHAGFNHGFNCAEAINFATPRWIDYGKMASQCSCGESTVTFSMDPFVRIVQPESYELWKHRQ
TR SRC2 fluor cs – counter-screen for TRb-SRC2 inhibitors: fluorescence interference; TRb/SRC2 Texas Red total fluorescence interference; Potency, µM (doses to about 106 µM), without a hit: at the top dose fluorescence change, negative = quenching; 0.29% of 280,000 active; active means well fitted curve in either direction with a large enough effect; inconclusive means small, poorly fitted or top-dose-only effect
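Flags fluorescent or light-absorbing compounds by total fluorescence, S + 2P, at 555 nm excitation and 632 nm emission. Mixture: 20 nM Texas Red SRC2 peptide, 0.6 uM human TRb LBD, 1 uM T3, 5% DMSO; compound exposure 5 h at ambient temperature.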
RECQ1 helicase – blocks DNA unwinding by human RECQ1; Potency, µM (series often up to 57.3 µM), inactives show at the top dose activity, negative = inhibition, actives largely listed as inhibitors; AID 2549; RECQ1 DNA unwinding, red fluorescence kinetic read; P46063; 0.54% of 240,000 active;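 further: plate controls were vehicle for no effect and no enzyme for full effect; nearly all actives have a fitted effect of over 30% in size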
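RECQ1T1 50 nM; forked duplex (20 bp + 30-nt ss tails) 200 nM, ATP 2 mM final; pH 8.0, 2 mM MgCl2, 2.5 ug/ml poly(dI-dC); 15 min compound preincubation; discontinuous kinetic read over 2 h at RT.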
L3MBTL1 inh – L3MBTL1 (human) inhibition; AlphaScreen L3MBTL1–H3K9me1 peptide binding; Potency, µM (doses to about 57.1 µM), without a hit: at the top dose activity, negative = inhibition, usual class: inhibitors; 0.66% of 230,000 active; further: nearly all actives have a fitted effect of over 60% in size
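AlphaScreen proximity signal between nickel-chelate acceptor and streptavidin donor beads (final 10 ug/mL) reports binding of 50 nM L3MBTL1 to 75 nM biotin-H3 K9me1 peptide; complex incubated with compounds 30 min at room temperature; cefsulodin titration as control.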
GoLoco inh red – RGS12 GoLoco-Gai1 interaction inhibition. P63096. Gai1:RGS12 GoLoco peptide FP, rhodamine, 10 min. Potency, µM (top dose mostly 61.6 µM), without a hit: at the highest dose activity, negative = inhibition, most hits filed as inhibitors. 0.44% of 230,000 active; active means well fitted inhibition curve with a large enough effect, not every such curve was filed as active; inactive means no such curve, though single readings can be large or run the other way; further: nearly all actives have a fitted effect of over 30% in size; many of its hits are not listed in these tables
Target sequence (P63096 whole entry, looked up): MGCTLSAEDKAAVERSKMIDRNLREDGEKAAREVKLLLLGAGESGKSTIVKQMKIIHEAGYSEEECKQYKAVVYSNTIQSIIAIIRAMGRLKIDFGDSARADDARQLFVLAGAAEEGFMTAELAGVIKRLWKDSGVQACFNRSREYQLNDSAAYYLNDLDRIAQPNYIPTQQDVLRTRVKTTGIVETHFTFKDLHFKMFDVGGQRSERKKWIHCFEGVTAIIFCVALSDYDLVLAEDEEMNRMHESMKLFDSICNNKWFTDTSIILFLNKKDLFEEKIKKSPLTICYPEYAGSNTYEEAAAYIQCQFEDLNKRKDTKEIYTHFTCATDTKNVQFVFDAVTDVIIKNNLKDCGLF
Tau ThT inhib – inhibitors of human tau fibril formation, thioflavin T binding. Potency, µM (highest dose often 57.4 µM), for inactives: top-dose activity, negative = inhibition, actives largely listed as inhibitors. AID 1460. recombinant tau K18 P301L (four-repeat tau fragment), heparin-induced fibrillization, ThT fluorescence. 2.1% of 270,000 active. P10636; further: nearly all actives have a fitted effect of over 55% in size
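Tau K18 P301L fragment (15 uM unlabeled plus 0.24 uM Alexa 594-labeled) in 100 mM sodium acetate pH 7 with compound, fibrillization induced by 20 uM heparin for 6 hr at 37 C. Thioflavin T (30 uM) added, fluorescence read after 1 hr (ex 450, em 510 nm).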
* marks the source's active call; other numbers are inactive results; i = inactive; ? = inconclusive; . = not tested or not shown. Unless noted, the call rests on the fitted dose curve; in most records, active means well fitted curve in the direction sought with a large enough effect; inconclusive means small, poorly fitted or top-dose-only effect, or another doubt; inactive means no such curve, though single readings can be large; an effect the other way counts as inactive or inconclusive. Unless noted, on the % scale 0 is the no-effect control and ±100 the full control effect; potency means the concentration at half of the fitted maximal effect.

no.	molecule	Tau fibril FP	TRb-SRC2 inh	JMJD2E inh	TR SRC2 fluor cs	RECQ1 helicase	L3MBTL1 inh	GoLoco inh red	Tau ThT inhib
1	COCCn1c(=S)[nH]c2cc(C(=O)N3CCc4ccccc43)ccc2c1=O	0%	-12%	4%	0%	-3%	-9%	7%	-15%
2	CCC1C(c2ccccc2)N(C)C(c2ccccc2)CC1(O)c1ccccc1 (stereo unspecified)	-8%	7%	-4%	0%	i	1%	-2%	-9%
3	CCCc1nc(NCCO)c(C#N)c2c1CCCC2	-2%	-10%	?	-3%	3%	-19%	6%	-6%
4	NNC(=O)CN1C(=O)Nc2ccc(Br)cc2C1c1ccccc1 (stereo unspecified)	5%	-13%	1%	3%	-5%	2%	-23%	18%
5	CCOc1ccc(S(=O)(=O)Nc2ccc3oc(C)c(C(=O)OC(C)C)c3c2)cc1	-11%	-1%	.	-3%	.	.	.	-4%
6	Cc1ccc(-c2n[nH]c(=S)c3ccccc23)cc1	4%	6%	-4%	0%	-12%	-10%	2%	3%
7	CCN(c1cc(C)cc(C)c1)S(=O)(=O)c1nnc(NC(=O)c2ccccc2C)s1	2%	-3%	.	1%	.	.	.	3%
8	Cc1cccc(NC(=O)CSc2ncnc3nc[nH]c23)c1C	-12%	5%	7%	-3%	?	-1%	-36%	-6%
9	Cc1ccc(NC(=O)c2cc3c(=O)[nH]c4ccccc4c3n2C)cc1F	?	-7%	.	1%	.	.	.	?
10	CCc1ccc(CNC(=O)c2ccc3c(c2)nc2n3CCCCC2)cc1	5%	-5%	.	0%	.	.	.	-9%
11	Cc1cc(C(=O)COC(=O)CCc2nc3ccccc3c(=O)[nH]2)c(C)n1CC1CCCO1 (stereo unspecified)	-2%	-2%	-1%	-4%	-24%	-19%	3%	-22%
12	Cc1cc(C(=O)Nc2ccc3nc(C)sc3c2)c2ccccc2n1	-5%	10%	-2%	1%	4%	.	1%	-5%
13	Cc1cc(C)c2oc(-c3cccc(NC(=O)c4cc5ccccc5o4)c3)nc2c1	-9%	4%	.	-2%	.	.	.	-6%
14	CN(C)c1ccc(N=Cc2nc(-c3ccccc3)oc2O)cc1	-9%	-3%	-2%	-4%	-1%	-9%	-87%	2.2µM*
15	CCOC(=O)c1cccc(NC(=O)C2=C(C)C(=O)OC23CCCCC3)c1	-6%	-4%	.	-5%	.	.	.	-6%
16	CCOC(=O)C(=CNc1ccc2c(c1)nnn2-c1ccc(Cl)cc1)C(=O)OCC	0%	-9%	-14%	-1%	-2%	?	-15%	-2%
17	O=C(NCc1ccccc1)c1ccc2c(c1)CCN2S(=O)(=O)c1ccccc1	-9%	-5%	.	1%	.	.	.	6%
18	COc1ccccc1-c1noc(CCCC(=O)N2CCOCC2)n1	-6%	-7%	5%	-7%	12%	-3%	-3%	2%
19	Cc1ccc2nc(N3CCN(Cc4nnnn4C4CCCC4)CC3)c(C#N)cc2c1	-2%	-4%	?	2%	15%	9%	9%	?
20	Cc1ccc(S(=O)(=O)c2nc(-c3ccco3)oc2SC(C)C)cc1	-7%	-5%	.	-2%	.	.	.	?
21	CCC(C(=O)Nc1cc(C)ccc1OC)n1nnc(C(=O)OC)c1C(=O)OC (stereo unspecified)	5%	2%	.	-1%	.	.	.	-11%
22	CCCc1cnc(N2CCN(S(=O)(=O)c3cccs3)CC2)nc1	-8%	8%	?	-4%	i	3%	-11%	-8%
23	CCOC(=O)c1cnc2nc(N3CCOCC3)nn2c1N	6%	1%	?	0%	-16%	-15%	7%	-3%
24	CCOC(=O)C(Cc1ccccc1)NC(=O)CCc1c(C)nc2ncnn2c1C (stereo unspecified)	-1%	1%	-10%	1%	-6%	5%	10%	-5%
25	COc1ccc(CNC(=O)c2ccc(-c3nc(CSc4ccc(C)cc4)c(C)o3)cc2)cc1OC	-1%	6%	.	0%	.	.	.	9%

2 of these compounds in another layout.
19) Cc1ccc2nc(N3CCN(Cc4nnnn4C4CCCC4)CC3)c(C#N)cc2c1
  Tau fibril FP = -2%	TRb-SRC2 inh = -4%	JMJD2E inh = ?	TR SRC2 fluor cs = 2%	RECQ1 helicase = 15%	L3MBTL1 inh = 9%	GoLoco inh red = 9%	Tau ThT inhib = ?
20) Cc1ccc(S(=O)(=O)c2nc(-c3ccco3)oc2SC(C)C)cc1
  Tau fibril FP = -7%	TRb-SRC2 inh = -5%	JMJD2E inh = .	TR SRC2 fluor cs = -2%	RECQ1 helicase = .	L3MBTL1 inh = .	GoLoco inh red = .	Tau ThT inhib = ?

(listing goes on)
no.	molecule	Tau fibril FP	TRb-SRC2 inh	JMJD2E inh	TR SRC2 fluor cs	RECQ1 helicase	L3MBTL1 inh	GoLoco inh red	Tau ThT inhib
26	CC1CC2(CCCCC2)Nc2c1ccc1ccccc21 (stereo unspecified)	-10%	1%	?	2%	i	9%	0%	?
27	Nc1nonc1C(=Nc1ccc(Br)cc1)NO	-3%	-8%	1%	1%	i	.	6%	-2%
28	Cc1cc(C)c2[nH]c(=O)c(CN(Cc3ccco3)C(=S)NCC3CCCO3)cc2c1 (stereo unspecified)	-1%	3%	?	1%	i	-4%	0%	4%
29	S=C(c1ccc(-c2ccccc2Cl)o1)N1CCCCC1	?	6%	-3%	0%	-10%	?	-6%	?
30	COC(=O)c1ccccc1NC(=O)N1CCCC1	8%	2%	?	-4%	11%	5%	6%	2%
31	CC(=O)Nn1cc2c(=O)n(C)c(=O)n(C)c2c1	3%	-5%	-1%	1%	-7%	4%	0%	-4%
32	N/C(=N\OC(=O)c1cccnc1)c1ccccc1Cl	-9%	4%	-5%	0%	11%	.	15%	-9%
33	COCCCN1C(=O)C(O)=C(C(=O)c2ccco2)C1c1ccccc1 (stereo unspecified)	6%	2%	-26%	-4%	-11%	-2%	5%	-4%
34	N#Cc1ccccc1CSc1nc(O)cc(=O)[nH]1	3%	-3%	-5%	4%	14%	5%	6%	-6%
35	O=C(NC1CCCc2ccccc21)c1ccc(CNc2c(N3CCOCC3)c(=O)c2=O)cc1 (stereo unspecified)	5%	-8%	-2%	1%	8%	9%	4%	2%
36	Cc1nn(Cc2ccccc2Cl)c(C)c1NC(=O)c1noc2c1CCCCC2	1%	-3%	-1%	-1%	6%	-4%	0%	-15%
37	COC(=O)c1ccc(OCCOCCOc2cccc3ccc(C)nc23)cc1	0%	-8%	?	-1%	-2%	1%	3%	?
38	COc1ccc(-c2cccc(C(=O)Nc3ccccc3C)c2)cc1	-5%	-15%	1%	1%	-9%	10%	10%	-5%
39	CCOc1ccccc1C1CC(=O)NC(C)=C1C(=O)OCc1ccc(C)cc1 (stereo unspecified)	-4%	-6%	.	-1%	.	.	.	-14%
40	CCCCn1nc2cc(C(=O)NCC34CC5CC(CC(C5)C3)C4)ccc2c1OCC	-5%	4%	?	-3%	-3%	-4%	-7%	-27%
41	CCCN1C2CCCC1CC(NC(=O)Nc1ccc(C(C)C)cc1)C2 (stereo unspecified)	2%	6%	4%	1%	1%	2%	9%	-3%
42	COC(=O)C1=C(NC(=O)C(C)(C)C)CCS1	0%	-13%	-3%	-3%	-6%	-1%	22%	-10%
43	CC(C)n1c(SCC(N)=O)nc2c1c(=O)n(C)c(=O)n2C	3%	0%	5%	-1%	i	2%	5%	1%
44	N#CC1=C(N)Oc2ccc3ccc(O)cc3c2C1c1ccsc1 (stereo unspecified)	15%	-13%	-4%	22%	?	-10%	13µM*	-7%
45	COc1ccc(C(=O)N[C@H](C(=O)Nc2nc3ccccc3[nH]2)C(C)C)cc1	1%	-1%	2%	-2%	-4%	-4%	5%	4%
46	COc1cccc(C2CC(c3cccc(Br)c3)n3ncnc3N2)c1 (stereo unspecified)	4%	-6%	-4%	-3%	-2%	?	7%	2%

In a second layout: entries from further up
Values in the order: Tau fibril FP, TRb-SRC2 inh, JMJD2E inh, TR SRC2 fluor cs, RECQ1 helicase, L3MBTL1 inh, GoLoco inh red, Tau ThT inhib
31: CC(=O)Nn1cc2c(=O)n(C)c(=O)n(C)c2c1
    3%, -5%, -1%, 1%, -7%, 4%, 0%, -4%
32: N/C(=N\OC(=O)c1cccnc1)c1ccccc1Cl
    -9%, 4%, -5%, 0%, 11%, ., 15%, -9%
33: COCCCN1C(=O)C(O)=C(C(=O)c2ccco2)C1c1ccccc1 (stereo unspecified)
    6%, 2%, -26%, -4%, -11%, -2%, 5%, -4%
34: N#Cc1ccccc1CSc1nc(O)cc(=O)[nH]1
    3%, -3%, -5%, 4%, 14%, 5%, 6%, -6%
35: O=C(NC1CCCc2ccccc21)c1ccc(CNc2c(N3CCOCC3)c(=O)c2=O)cc1 (stereo unspecified)
    5%, -8%, -2%, 1%, 8%, 9%, 4%, 2%
36: Cc1nn(Cc2ccccc2Cl)c(C)c1NC(=O)c1noc2c1CCCCC2
    1%, -3%, -1%, -1%, 6%, -4%, 0%, -15%
37: COC(=O)c1ccc(OCCOCCOc2cccc3ccc(C)nc23)cc1
    0%, -8%, ?, -1%, -2%, 1%, 3%, ?
38: COc1ccc(-c2cccc(C(=O)Nc3ccccc3C)c2)cc1
    -5%, -15%, 1%, 1%, -9%, 10%, 10%, -5%
39: CCOc1ccccc1C1CC(=O)NC(C)=C1C(=O)OCc1ccc(C)cc1 (stereo unspecified)
    -4%, -6%, ., -1%, ., ., ., -14%
40: CCCCn1nc2cc(C(=O)NCC34CC5CC(CC(C5)C3)C4)ccc2c1OCC
    -5%, 4%, ?, -3%, -3%, -4%, -7%, -27%
41: CCCN1C2CCCC1CC(NC(=O)Nc1ccc(C(C)C)cc1)C2 (stereo unspecified)
    2%, 6%, 4%, 1%, 1%, 2%, 9%, -3%
42: COC(=O)C1=C(NC(=O)C(C)(C)C)CCS1
    0%, -13%, -3%, -3%, -6%, -1%, 22%, -10%
43: CC(C)n1c(SCC(N)=O)nc2c1c(=O)n(C)c(=O)n2C
    3%, 0%, 5%, -1%, i, 2%, 5%, 1%
44: N#CC1=C(N)Oc2ccc3ccc(O)cc3c2C1c1ccsc1 (stereo unspecified)
    15%, -13%, -4%, 22%, ?, -10%, 13µM*, -7%
45: COc1ccc(C(=O)N[C@H](C(=O)Nc2nc3ccccc3[nH]2)C(C)C)cc1
    1%, -1%, 2%, -2%, -4%, -4%, 5%, 4%

These rows are one share of the data, so the mix of outcomes need not match the whole.
